Lipid storage S3 = qHTS Assay for Lipid Storage Modulators in Drosophila S3 Cells; Drosophila S3 cells, BODIPY lipid droplet fluorescence, 18-24 h; cells fed with added oleic acid; Potency in µM for hits, for the others lipid storage change, negative = inhibition, % at the top dose, mostly 46.1 µM; actives 0.64% (n = 320,000); active = well fitted inhibition curve with a large enough effect in the signal ratio, with a control signal flat, not every such curve was filed as active; inconclusive = small, poorly fitted or top-dose-only effect, or effect the other way, or a change in a side signal; the % refers to the signal ratio
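Drosophila S3 cells got compounds at several concentrations plus oleic acid (400 uM solution). Laser-scanning cytometry with 488 nm excitation read lipid droplets at 500-530 nm and cells at 575-640 nm. Percent activity was relative to 20 uM Triacsin C.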
Lipid storage S3 cell count max = recorded beside Lipid storage S3, whose call it bears; cell number change, %; measured here: cell count max response;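 cells counted by Cell Tracker Red CMTPX staining in the red channel; peak over a dose series mostly up to 46.1 µM; percent activity relative to internal control wells on each plate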
An asterisk follows results filed as active; i = inactive; u = inconclusive; x = not tested or not shown. % is set by controls: 0 for no effect and ±100 for the full control effect; potency is the fitted concentration of half-maximal effect. Not all compounds are listed. The share of hits here may be higher or lower than overall.

Screens in order: Lipid storage S3 | Lipid storage S3 cell count max
CC(=O)NC(=S)NNC(=O)CCc1ccccc1
 : u | x
O=[N+]([O-])c1cccc(C=Nc2cccc3ccccc23)c1O
 : u | x
CCC(c1nnnn1Cc1ccco1)N(Cc1cc2cc(OC)ccc2[nH]c1=O)C1CCCCC1 (configuration not stated)
 : u | x
Cc1noc(C)c1S(=O)(=O)Nc1ccc(C(=O)NCCc2ccccc2)cc1
 : u | x
Cc1ccc(OCC(=O)Nc2ccccc2Sc2ccccc2)c([N+](=O)[O-])n1
 : 9.4% | 17.9
Cc1ccc(CSCc2ccc(C(=O)O)o2)cc1
 : 3.7% | 14.4
CCn1c(CNC(=O)c2ccccc2)nnc1SCC(=O)N1CCN(c2ccccc2)CC1
 : 4.3% | 1.1
CCCOc1ccc(CNC(=O)C2CCN(c3nn4c(=O)cc(C)nc4s3)CC2)cc1
 : i | x
COc1ccc(C(=O)NCC(=O)N/N=C/c2c(C)[nH]c3ccccc23)cc1OC
 : u | x
COc1ccc(-c2cn3cccnc3n2)cc1Br
 : u | x
COc1ccc(CCN=Cc2c(C)[nH]n(-c3ccc([N+](=O)[O-])cc3)c2=O)cc1OC
 : 1.7% | 9.2
O=C(COc1cc(=O)n2c(n1)SCCC2)c1ccccc1
 : u | x
Cc1c(Br)c([N+](=O)[O-])nn1C(C)C(=O)N1CCc2ccccc2C1 (configuration not stated)
 : -14.3% | 21.6
O=C(NCc1ccc(Cl)cc1)c1ccncc1
 : -4.5% | -10.2
CCOC(=O)C1CCN(S(=O)(=O)c2ccc(C)c(C)c2)CC1
 : -17.0% | -0.2
CCOc1ccc(NC(=O)CN(C)C(=O)C2=COCCO2)cc1OCC
 : 10.6% | -16.7
Cc1ccc(/C=C2\SC(=S)N(NS(=O)(=O)c3ccc(C)cc3)C2=O)cc1
 : 12.1% | 14.5
CCc1ccc(-c2cc(C(=O)NCc3ccccn3)c3ccccc3n2)cc1
 : u | x
CC1CCN(c2nc3ccc(C(=O)N4CCN(Cc5ccc6c(c5)OCO6)CC4)cc3s2)CC1
 : u | x
Cc1ccccc1Cn1cc(NC(=O)c2noc3c2CC(C(C)(C)C)CC3)cn1 (configuration not stated)
 : u | x
Cc1ccccc1Cn1nc(C)c(NC(=O)c2noc3c2CCc2ccccc2-3)c1C
 : u | x
CC1CCC(N2CCNCC2)CC1 (configuration not stated)
 : u | x
CSc1ccc2nnc(-c3cccc(F)c3)n2n1
 : 10.4% | -7.2
O=C(CN1C(=O)NC2(CCCCCC2)C1=O)c1ccccc1
 : u | x
Clc1ccc(-c2ccnc(Oc3cc(Cl)ccc3Cl)n2)cc1
 : 5.0% | 0.2
CCCCn1c(=O)c(CCC(=O)OCC(=O)Nc2cccc3ccccc23)nc2ccccc21
 : u | x
C=CCn1c(CNC(=O)c2ccccc2F)nnc1SCC(=O)N1CCOCC1
 : u | x
CCN(CC)S(=O)(=O)c1ccc(C)c(NC(=O)Cn2cnc3cc([N+](=O)[O-])ccc3c2=O)c1
 : 15.3% | x
Cc1ccc(NC(=O)CCCc2c[nH]c3ccccc23)nc1
 : u | x
CCOC(=O)c1c(C)[nH]c(C(=O)OCCOc2ccc(Cl)cc2)c1C
 : u | x
O=C1NN(c2ccc(Cl)c(Cl)c2)C(=O)/C1=C/c1cccc(OC(=O)c2cccs2)c1
 : 23.1µM* | -11.7*
COc1ccc(OC)c(Nc2nc(-c3sc(NC(=O)CC(C)C)nc3C)cs2)c1
 : u | x
CC(C)(C)S(=O)(=O)c1ccc2nc3c(n2c1)CCCC3
 : u | x
CC(C)c1ccccc1NC(=O)COC(=O)CCN1C(=O)/C(=C\C=C\c2ccccc2)SC1=S
 : u | x
CCOc1ccccc1C(=O)Nc1ccc(-n2nncc2C(C)(C)C)cc1
 : u | x
COc1cc2c(cc1OC)C(c1ccccc1O)NCC2 (configuration not stated)
 : u | x
O=C(c1ccc2c(c1)OCO2)[C@@H]1[C@@H]2C(=O)N(C3CCCCC3)C(=O)[C@@H]2C2c3ccccc3C=CN21 (some centres not stated)
 : u | x
CCNC(=O)CC1SC(=Nc2cccc(Cl)c2C)N(C)C1=O (configuration not stated)
 : -16.6% | x
O=c1[nH]c(COc2ccc(Cl)cc2Cl)nc2ccccc12
 : i | -7.5
O=S(=O)(Nc1ccc(-n2cccc2)cc1)c1ccc(F)cc1
 : 10.4% | -24.3
CC(OC(=O)c1ccncc1)C(=O)NC1CCCC1 (configuration not stated)
 : 1.0% | 5.9
Cc1ccc(NC(=O)Cn2cccc2)cc1
 : -0.8% | 10.5
N#Cc1c2n(c3c(=O)n(Cc4ccccc4Cl)cnc13)CCCCC2
 : 23.5% | -18.7
Cc1ccc(CNC(=O)CCn2cc(-c3ccc(C)cc3)nc2CCN)cc1
 : u | x
Cc1c(NS(=O)(=O)c2ccc(C(=O)NCc3ccccc3)cc2)c(=O)n(-c2ccccc2)n1C
 : u | x
CN1C(=O)C2C(c3ccc(N(C)C)cc3)NN(Cc3ccccc3)C2C1=O (configuration not stated)
 : 12.0% | 5.5
CCOC(=O)COc1ccc(S(=O)(=O)Nc2ccc3c(c2)OCCO3)cc1
 : u | x
O=C(CSc1ncn[nH]1)NCCC(c1ccccc1)c1ccccc1
 : u | x
O=C(CSc1ccc2nnc(-c3cccc(F)c3)n2n1)NCc1ccco1
 : -23.8% | 14.9
COc1cc(/C=C/C(=O)c2c(O)cc(C)oc2=O)cc(OC)c1O
 : -5.0% | 0.3
CCc1c(C)nc2cc(-c3ccc(Cl)cc3)[nH]n2c1=O
 : 1.8% | -14.0
CCOC(=O)C1=C(C)NC(=O)NC1/C=C/c1ccccc1 (configuration not stated)
 : i | 18.7
Cc1ccc(NC(=O)Nc2ccc(Cl)c(Cl)c2)nc1
 : u | x
CN1CCC(CO)(Cc2ccccc2)CC1
 : u | x
CC(C)Oc1ccc(Cc2cnc(N)nc2N)cc1
 : u | x
CCOc1ccc(C2CC(c3ccc(OC)c(OC)c3)n3nc(N)nc3N2)cc1 (configuration not stated)
 : 17.6% | 1.4
O=C(CCCN1C(=O)CSc2ncccc21)N1CCN(Cc2ccccc2)CC1
 : i | x
CC(C)c1nc(=S)c2ccccc2[nH]1
 : i | 9.3
CCOC(=O)c1cccc(C2=CC(=O)C[C@H](c3ccc(OC)c(OC)c3)C2)c1
 : u | x
CC(=O)Nc1ccc(NC(=O)CSc2nnc(NC(=O)Cc3ccc(F)cc3)s2)cc1
 : u | x

Quoted at random: two compounds from above
Screens in order: Lipid storage S3 | Lipid storage S3 cell count max
CCOC(=O)c1cccc(C2=CC(=O)C[C@H](c3ccc(OC)c(OC)c3)C2)c1
 : u | x
O=C(CCCN1C(=O)CSc2ncccc21)N1CCN(Cc2ccccc2)CC1
 : i | x

Further structures:
Screens in order: Lipid storage S3 | Lipid storage S3 cell count max
CCCCNC(=O)NNC(=O)c1ccc(F)cc1
 : u | x
Cc1c(-c2ccc(F)cc2)nc(N)c(C#N)c1-c1ccco1
 : u | x
Cc1ccc(S(=O)(=O)NC(C(=O)OCC(=O)NC2CCS(=O)(=O)C2)C(C)C)cc1 (configuration not stated)
 : u | x
O=C(OC(c1ccccc1)c1nccc2ccccc12)c1cc([N+](=O)[O-])cc([N+](=O)[O-])c1 (configuration not stated)
 : u | x
COc1ccc(C2N(c3ccc(C)cc3)CCN2c2ccc(C)cc2)cc1O
 : -0.7% | 2.3
O=C(CSc1nnc(-c2cccnc2)o1)Nc1nccs1
 : 22.6% | 5.8
CC1(C)Cc2c(cnn2-c2cccc(F)c2)C(NC(=O)Cn2cccn2)C1 (configuration not stated)
 : i | -10.2
CCCNC(=O)[C@@H]1CCCN1C(=O)[C@@H]1Cc2ccccc2CN1
 : -0.3% | 17.9
Nc1cccc(Oc2ccc3c(c2)C(=O)NC3=O)c1
 : -3.1% | 6.2
O=C(CSc1nc2ccccc2o1)N1CCN(c2ccccc2)CC1
 : 6.4% | 0.3
O=C(COc1ccc(S(=O)(=O)NCc2ccccc2)cc1)N1CCOCC1
 : 1.9% | 0.7
CCOC(=O)CSc1nc2cc(S(=O)(=O)N3CCOCC3)ccc2n1CC
 : u | x
COc1cccc(-c2nnc(SCC(=O)Nc3ccc(OC)c(OC)c3)n2N)c1
 : u | x
CC(/C=N/NC(=O)Cc1cccn1C)=C\c1ccccc1
 : u | x
COc1ccc(N=Cc2nc(-c3ccco3)oc2O)cc1
 : 0.9% | -19.7
Cc1c(Cl)cccc1NC(=S)NCCc1ccc(C(F)(F)F)cc1
 : u | x
COc1ccc(N2CCN(Cc3nc4ccccc4n3C)CC2)cc1
 : u | x
CC(C)Cn1c(=O)c(C(=O)N/N=C/c2cccc(F)c2)c(O)c2ccccc21
 : 1.6% | 13.6
O=[N+]([O-])c1ccc(Cl)cc1N/N=C/c1ccncc1
 : u | x
Cc1ccc2c(c1)N(CCCC(=O)NCc1cccnc1)C(=O)CO2
 : -8.9% | x
Cc1cc(NC(=O)Cn2c(=O)n(CCCCC(=O)NC3CCN(Cc4ccccc4)CC3)c(=O)c3ccccc32)n[nH]1
 : u | x
O=S(=O)(c1ccccc1)N1CCN(c2cc(-c3ccccc3)nc3ncnn23)CC1
 : u | x
COc1ccc(CNC(=O)CC2C(=O)NCCN2C2Cc3ccccc3C2)cc1 (configuration not stated)
 : u | x
OCCn1c(-c2ccccc2)csc1=Nc1ccccc1
 : u | x
Cc1ccc2c(nc3s/c(=C/c4cccs4)c(=O)n32)c1C
 : u | x
O=S(=O)(c1ccc(F)cc1)N1CCN(C(=S)NC2CCCC2)CC1
 : 0.2% | 2.9
COc1ccc(N2CCN(C(=O)c3c(C)nn(-c4ccccc4)c3C)CC2)cc1
 : u | x
COc1ccc(CSCC(=O)N/N=C/c2ccc(OCC(=O)N3CCCCC3)cc2)cc1
 : u | x
COc1cc(NS(=O)(=O)c2ccc3ccccc3c2)c2ncccc2c1
 : u | x
O=C(C=C=Nc1ccccc1)C(=O)N=C=Cc1ccccc1
 : u | x
COc1cccc(/C=C2\SC(=N)N(c3ccc(F)cc3)C2=O)c1
 : -1.3% | 25.6
CCOc1ccc(NC(=O)c2cnsn2)cc1
 : u | x
Cn1cccc1C(=O)Nc1nccs1
 : u | x
N#CCSc1nc2c(c(C3CC=CCC3)c1C#N)CCC2 (configuration not stated)
 : u | x
Cc1cccc(C)c1NC(=O)CN1C(=O)NC(C)(CCc2ccccc2)C1=O (configuration not stated)
 : -4.8% | 1.3
OCC[C@H]1C[C@H](O)[C@@H](O)[C@@]2(CCc3ccccc3O2)O1
 : -0.2% | 0.8
CC(Sc1nnnn1C)C(=O)Nc1cc(S(=O)(=O)N2CCCCC2)ccc1Cl (configuration not stated)
 : u | x
Cc1ccc(-c2csc(NC(=O)Cc3ccc(F)cc3)n2)o1
 : 5.0% | -3.2
Cc1occc1-c1nnc(SCC(=O)NC2CCC(C)CC2)o1 (configuration not stated)
 : i | -16.7
COc1cnc(-c2cccc(C(F)(F)F)c2)[nH]c1=O
 : -15.0% | -17.3
CCOC(=O)N1CCN(C(=O)c2cn(C)c3ccc(S(=O)(=O)N4CCCC4)cc3c2=O)CC1
 : -2.9% | -1.3
CCC(=O)NS(=O)(=O)c1cccnc1Nc1ccccc1Cl
 : -9.4% | -3.5
Cc1nn(-c2ccccc2)c(C)c1C(=O)NNC(=O)C(F)(F)F
 : -3.0% | 12.8
COc1ccc(NC(=O)C2(N(CC(C)C)C(=O)Cn3nnnc3N)CCCCC2)cc1
 : i | 6.5
CCC(=O)N1CCc2cc(S(=O)(=O)CCC(=O)NCc3ccco3)ccc21
 : -8.7% | -15.8
Cc1cc(C)c(O)c(-c2cc(C(=O)NCc3ccccc3)[nH]n2)c1
 : u | x
CCOC(=O)CCCOC(=O)c1ccc(S(=O)(=O)N(C)C)cc1
 : 4.5% | 0.5
CC(=O)c1cccc(Nc2ccc(-c3ccccc3F)nn2)c1
 : u | x
Cc1ccc(-c2nnn(CC(=O)NC3CCCc4ccccc43)n2)cc1 (configuration not stated)
 : -0.2% | 3.0
O=C(CCOc1ccccc1)Nc1ccnn1C1CCN(C(=O)CCC(F)(F)F)CC1
 : i | x
COC(=O)c1ccc(NC(=O)CSc2nnc(C)n2-c2ccccc2)cc1
 : u | x
CCN1C(=O)CS/C1=C(\C#N)S(=O)(=O)c1ccccc1
 : u | x
CCCCc1cc(=O)oc2cc(C)cc(OCC(=O)N[C@@H](CSCc3ccccc3)C(=O)O)c12
 : u | x
Cc1sc2nc(CSCC(=O)Nc3ccccc3C#N)[nH]c(=O)c2c1C
 : 4.0% | -0.7
Nc1cc2c3c(cccc3c1)C(=O)N(CCN1CCCC1)C2=O
 : u | x
CCn1c2ccccc2c2cc(NC(=O)CSc3nnc(-c4cccc(OC)c4)n3N)ccc21
 : u | x
COCCSc1ccccc1C(=O)N1CCCC(C)C1 (configuration not stated)
 : u | x
CNc1cc(C)nc(N2CCOCC2)n1
 : -13.2% | -3.2

A second format for 5 compounds above:
| Lipid storage S3 | Lipid storage S3 cell count max | Compound |
| --- | --- | --- |
| u | x | Cc1cc(C)c(O)c(-c2cc(C(=O)NCc3ccccc3)[nH]n2)c1 |
| 4.5% | 0.5 | CCOC(=O)CCCOC(=O)c1ccc(S(=O)(=O)N(C)C)cc1 |
| u | x | CC(=O)c1cccc(Nc2ccc(-c3ccccc3F)nn2)c1 |
| -0.2% | 3.0 | Cc1ccc(-c2nnn(CC(=O)NC3CCCc4ccccc43)n2)cc1 (configuration not stated) |
| i | x | O=C(CCOc1ccccc1)Nc1ccnn1C1CCN(C(=O)CCC(F)(F)F)CC1 |

Compound activity (PubChem)
